Bioassay records: PubChem, several laboratories
XIAP antagonists: small molecules displacing peptide from XIAP – biochemical, IAP family, fluorescence polarization (AID 1018); XIAP BIR domain, fluorescence polarization peptide displacement; higher % means a stronger effect; displacement, % at 20 µM; hits with a dose series show IC50 in µM; 200,000 compounds, 0.007% hits; in the data active means displacement above about 50%; further: a part of the inactive calls stands beside numbers as strong as those of hits
SIAH1 antagonists: Siah-1 peptide-binding antagonists, primary screen, biochemical, fluorescence polarization, rhodamine-plectin, uHTS (AID 1817); Siah-1 / rhodamine-plectin peptide fluorescence polarization; higher % means a stronger effect; displacement, % at 20 µM; hits with a dose series show IC50 in µM; 290,000 compounds, 0.02% hits;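 active means displacement of at least 50% at 20 µM, with a fluorescence ratio check between 0.3 and a set limit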;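 further: plate controls were Siah plus tracer with DMSO for no effect and tracer alone without Siah for full effect; strong numbers were not always called active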
RSV CPE inhibition: inhibition of RSV-induced cytopathic effect – HEp-2 cells, primary 10 µM value included (AID 2391). CPE inhibition, % at 10 µM; hits with a dose series show IC50 in µM. HEp-2 cells, RSV-induced CPE inhibition; higher % means a stronger effect. 310,000 compounds, 0.13% hits; in the data active means a potency from the dose series; inconclusive means CPE inhibition mostly from about 23% at the one dose, without a potency; inactive means the rest, 99 in 100 with CPE inhibition below about 21%; further: strong numbers were not always called active
Salmonella PhoP GFP: PhoP-dependent GFP reporter repression – Salmonella Typhimurium, primary screen (AID 1863). one-dose inhibition, % at 50 µM; IC50 in µM for titrated hits. S. Typhimurium PhoP-regulated promoter GFP reporter, 4 h; higher % means a stronger effect. 300,000 compounds, 0.16% hits;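 active means inhibition over 29.93%, a cutoff 3 SD above the screen mean, later confirmed by dose response; inconclusive means inhibition over 29.93% but no dose response follow-up; inactive means inhibition at most 29.93% or unconfirmed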;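 further: 0% = low Mg2+ inducing control and 100% = high Mg2+ repressing control; strong numbers were not always called active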
human PMI inhibition: MPI enzyme activity inhibition – biochemical, fluorescence intensity, coupled assay, primary screen (AID 1209); 190,000 compounds, 0.42% hits; purified PMI enzyme, coupled fluorescence intensity; higher % means a stronger effect; one-dose inhibition, % at 20 µM; IC50 in µM for titrated hits;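 further: plate controls were DMSO vehicle for no effect and wells lacking substrate for full effect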
TNAP activation fold: human TNAP enzyme activators, primary screen, biochemical, luminescent, no phosphate acceptor, uHTS (AID 1001) | purified TNAP, luminescent activation assay, no phosphate acceptor; higher activation fold means a stronger effect | activation fold at 20 µM, or EC50 in µM where a hit was titrated | 200,000 compounds, 0.03% hits; in the data active means activation fold from about 3, or a potency from the dose series; inactive means the rest, 99 in 100 with activation fold below about 1.6; further: many of its hits are not listed in these tables
Myeloid diff 2: compounds promoting myeloid differentiation. ER-HoxA9 myeloid progenitors, lysozyme-GFP differentiation, flow cytometry. calls only at 10 µM. 360,000 compounds, 1% hits;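 active means normalized GFP-positive differentiation at or above the plate's own cutoff, the solvent-only control mean plus 3 SD; inconclusive means no clear call, values can overlap the other calls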;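 further: cells exposed to compound for four days before flow analysis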
WT yeast gro inh: growth inhibition of WT yeast, mitochondrial fusion screen. inhibition, % at 10 µM. AID 1362. mitochondrial fusion phenotypic screen, WT strain. 190,000 compounds, 2.1% hits; in the data active means inhibition above about 58%; tested in S. cerevisiae
PMI inhibition: MPI inhibition at elevated mannose 6-phosphate – biochemical, fluorescence intensity, high mannose 6-phosphate, primary screen (AID 1220). recombinant PMI enzyme, coupled fluorescence intensity; higher % means a stronger effect. inhibition, % at 20 µM, or IC50 in µM where a hit was titrated. 190,000 compounds, 0.66% hits
WT yeast gro inh mutant strain: also measured in WT yeast gro inh; calls as there; inhibition, %; mitochondrial fusion phenotypic screen, mutant strain inhibition
Myeloid diff 2 GFP+ MAC1+ %: recorded beside Myeloid diff 2, whose call it bears; GFP+ MAC1+ double positive, %; measured here: differentiation confirmed by MAC1 staining
Starred values were filed as active, the others as inactive; i = inactive; ? = inconclusive; . = no result given; + = active, no number. Unless noted, no stated cut-off is given here; in the data, active means inhibition above about 50%; inactive means the rest.

SMILES	XIAP antagonists	SIAH1 antagonists	RSV CPE inhibition	Salmonella PhoP GFP	human PMI inhibition	TNAP activation fold	Myeloid diff 2	Myeloid diff 2 GFP+ MAC1+ %	WT yeast gro inh	WT yeast gro inh mutant strain	PMI inhibition
Cc1[nH]n(-c2ccc(F)cc2)c(=O)c1C=Nc1ccc(S(=O)(=O)N(C)C)cc1	-4.4%	15%	3.4%	8%	-11%	1	i	0.3	0	4	-7%
Cc1ccc(S(=O)(=O)Nc2cc(=O)[nH]c(SCC(=O)Nc3ccccc3C(F)(F)F)n2)cc1	.	3%	?	-2%	.	.	i	3.5	.	.	.
CCC12C(=O)C(CC)(C(c3ccccc3)=C1c1ccccc1)[C@@H]1C(=O)N(c3ccccc3)C(=O)C12 (stereo not given in full)	-3.8%	-3%	?	4%	20%	1	i	0.6	30	1	11%
NC(=O)c1ccccc1OCCOc1ccc(Br)cc1	.	2%	10%	-1%	.	.	i	1.1	.	.	.
CS(=O)(=O)c1ccc(-n2c(=O)n(Cc3ccccc3)c(=O)c3[nH]cnc32)cc1	.	3%	?	2%	.	.	i	1.2	.	.	.
NC(=O)C1(N2CCCCC2)CCN(C(=O)c2ccc(-n3cnnn3)cc2)CC1	-1.1%	-2%	0.8%	8%	-24%	0.9	i	2.4	10	3	-15%
Cc1ccc(OCC(=O)NCCCNC(=O)c2cccnc2)cc1C	.	3%	6.3%	-6%	.	.	i	1.6	.	.	.
COc1ccc(/C=N/NC(=O)CCN2CCCCC2c2cccnc2)cc1Cn1cc([N+](=O)[O-])cn1 (stereo not given)	.	-2%	-0.5%	-11%	.	.	i	0.6	.	.	.
O=C(O)CCN1CCOCC1	-7.4%	0%	0.3%	-7%	-8%	0.9	i	0.8	-5	-2	-6%
CC(NC(=O)c1cccnc1)C(=O)O (stereo not given)	-3.0%	-1%	0.2%	1%	4%	1.1	i	0.7	-5	-12	0%
CCSc1nnc(NC(=O)C2Cc3ccccc3CN2S(=O)(=O)CC)s1 (stereo not given)	1.4%	27%	-1.2%	2%	2%	1.1	i	0.4	12	-35	21%
COc1ccccc1CC(=O)Nc1sc2c(c1C(N)=O)CCCC2	.	-1%	3.3%	-2%	.	.	?	.	.	.	.
O=C(Nc1nnc(CCc2ccccc2)s1)C1CCCO1 (stereo not given)	-0.9%	4%	0.6%	9%	0%	1.1	i	1.4	7	11	-4%
Cc1ccc(S(=O)(=O)CC(=O)c2cc(C)c(O)c(C)c2)cc1	-12%	-1%	2.9%	-6%	17%	1.1	i	0.6	-40	9	23%
O=C(Nc1nc2ccccc2[nH]1)C1CC1	-4.4%	-3%	-1.8%	0%	2%	1.3	.	.	12	7	-2%
CCN1CCN(CC(=O)Nc2ccc(C)cc2C)C(=O)C1=O	-7.0%	-6%	1.0%	6%	0%	1.1	i	2.5	-6	-5	4%
CC(=O)N(C)c1ccc(NS(=O)(=O)c2cccc3nsnc23)cc1	.	10%	0.0%	-4%	.	.	i	0.5	.	.	.
O=S(=O)(Cc1ccc(Cl)cc1)CC(O)COCc1ccccc1 (stereo not given)	-6.4%	6%	0.5%	1%	1%	1.2	i	0.5	-9	-7	-1%
COc1ccc(Cl)cc1CSc1n[nH]c(C)n1	-5.0%	2%	0.2%	-1%	17%	1	i	6.8	-16	-2	9%
COc1ccccc1C(=O)NC(=O)Nc1c(C)cc(C)cc1C	.	-4%	3.1%	6%	.	.	i	0.6	.	.	.
COc1ccccc1NC(=O)COc1ccc(/C=N/NC(=O)CSCc2ccc(Cl)cc2)cc1	-2.7%	0%	5.0%	-7%	0%	1.1	i	0.5	-48	-4	-9%
O=C(NCC1CC1)c1ccc2c3n(nc2c1)-c1ccccc1CO3	.	4%	2.4%	4%	.	.	i	2.8	.	.	.
Cc1cc(/C=C2/SC(=O)N(CC(=O)N3CCCC3)C2=O)ccc1N1CCOCC1	-0.3%	1%	-0.1%	-1%	2%	1	.	.	-5	-10	15%
COc1ccc(Cn2nnnc2C(c2cc3cccc(C)c3[nH]c2=O)N2CCN(C)CC2)cc1 (stereo not given)	15%	2%	-0.6%	6%	4%	1.1	i	0.4	-2	-14	5%
CC(C)C[C@@H](CC#N)N1CCN(CCc2ccccc2)CCC1=O	.	1%	0.4%	-1%	.	.	i	1.4	.	.	.
Cc1ccc(NCCC(=O)c2ccc(Cl)c(Cl)c2)cc1	-1.0%	-4%	0.7%	-5%	16%	1.1	i	7.4	3	15	9%
CCOCc1c(C(=O)NC2=Nc3ccccc3NC(CC)=C2C(=O)OCC)oc2ccccc12	-6.4%	-4%	3.0%	3%	0%	1	i	0.1	26	4	4%
O=c1/c(=C/c2ccc(O)cc2)sc2nc3cc(Br)cnc3n12	-16%	5%	2.2%	6%	22%	0.9	.	.	-42	9	9%
Cc1ccc(-n2nc(C)c3c2OC(N)=C(C#N)C3c2ccc(F)cc2)cc1 (stereo not given)	-4.5%	-1%	-0.7%	11%	7%	1	i	6.2	-6	11	9%
O=C(Nc1ccc(S(=O)(=O)N2CCCCC2)cc1)c1ccc(CN2CCc3ccccc3C2)cc1	0.3%	4%	2.7%	19%	-18%	1.1	i	1.4	1	0	-34%
O=C(OCc1nnc(-c2ccc(Cl)cc2)o1)c1ccc(O)cc1	-0.6%	-2%	0.3%	4%	6%	1	i	0.1	4	-18	7%
COCCNC(=O)C1Cc2cc(S(=O)(=O)N3CCCC3)ccc2N1C(C)=O (stereo not given)	.	12%	0.5%	-5%	.	.	i	0.7	.	.	.
Cc1ccc(Cl)cc1N1CCN(C(=O)Cc2cn(C)c3ccccc23)CC1	-3.4%	-2%	1.9%	-3%	10%	1.1	i	0.5	57	7	0%
CCCC(C)C(=O)Nc1cc([N+](=O)[O-])ccc1F (stereo not given)	8.4%	6%	0.8%	3%	0%	1.1	i	1.0	5	15	-1%
CC1=NN(C(=O)c2ccc(Cn3nc(C)c(Br)c3C)cc2)C(O)(C(F)(F)F)C1 (stereo not given)	-8.4%	4%	13%	-11%	-2%	1.1	i	0.3	13	-6	6%
O=C(c1cccc(S(=O)(=O)Nc2cccc(C(F)(F)F)c2)c1)N1CCOCC1	.	0%	0.5%	-5%	.	.	i	0.2	.	.	.
COc1cccc(CSc2ccc(S(=O)(=O)N3CCOCC3)cc2C(=O)NCC2CCCO2)c1OC (stereo not given)	-7.3%	2%	0.8%	-5%	6%	0.9	i	0.4	4	0	-3%
Cn1nc(C(F)(F)F)c(/C=N/OC(=O)c2ccccc2)c1Sc1ccc(Cl)cc1	-0.6%	-1%	5.9%	8%	14%	1	i	0.3	4	-19	9%
N#Cc1cc2c(nc1SCc1cccc(Cl)c1)CCCCC2	-4.6%	0%	1.6%	-2%	9%	1	i	0.6	-2	-6	6%
Cc1cc(OCC(=O)NC2CCN(Cc3ccccc3)CC2)c2c(C)cc(=O)oc2c1	.	4%	-0.7%	7%	.	.	?	.	.	.	.

2 of the compounds above, in markdown:
| smiles | XIAP antagonists | SIAH1 antagonists | RSV CPE inhibition | Salmonella PhoP GFP | human PMI inhibition | TNAP activation fold | Myeloid diff 2 | Myeloid diff 2 GFP+ MAC1+ % | WT yeast gro inh | WT yeast gro inh mutant strain | PMI inhibition |
| --- | --- | --- | --- | --- | --- | --- | --- | --- | --- | --- | --- |
| COc1ccccc1C(=O)NC(=O)Nc1c(C)cc(C)cc1C | . | -4% | 3.1% | 6% | . | . | i | 0.6 | . | . | . |
| COc1ccccc1NC(=O)COc1ccc(/C=N/NC(=O)CSCc2ccc(Cl)cc2)cc1 | -2.7% | 0% | 5.0% | -7% | 0% | 1.1 | i | 0.5 | -48 | -4 | -9% |

The results go on.
SMILES	XIAP antagonists	SIAH1 antagonists	RSV CPE inhibition	Salmonella PhoP GFP	human PMI inhibition	TNAP activation fold	Myeloid diff 2	Myeloid diff 2 GFP+ MAC1+ %	WT yeast gro inh	WT yeast gro inh mutant strain	PMI inhibition
COc1ccc(C(C(=O)NC2CCCC2)N(C(=O)c2ccco2)c2ccc3c(c2)OCO3)cc1OC (stereo not given)	-3.4%	-1%	0.8%	18%	10%	1.1	i	1.4	11	9	14%
CC(=O)Nc1ccc(Nc2nc(C)cc(C)n2)cc1	.	7%	0.7%	4%	.	.	i	1.3	.	.	.
O=C(Nc1cccc(S(=O)(=O)NC2=NCCCCC2)c1)c1cc(-c2ccco2)nc2ccccc12	.	36%	0.0%	8%	.	.	i	0.3	.	.	.
Cc1cccc(N2CC(C(=O)OCc3ccc([N+](=O)[O-])cc3)CC2=O)c1 (stereo not given)	-3.6%	-1%	-0.2%	-3%	5%	1.1	i	0.6	10	13	-2%
COc1nnc(-c2ccc(C)c(S(=O)(=O)N(C)C)c2)c2ccccc12	.	-1%	4.6%	-4%	.	.	i	0.8	.	.	.
COc1ccc(C(CNC(=O)Cn2c(=O)oc3ccccc32)N(C)C)cc1 (stereo not given)	.	10%	0.0%	-3%	.	.	i	5.1	.	.	.
COCCNC(=O)c1c[nH]c2ccc(S(=O)(=O)Nc3ccc(F)cc3F)cc2c1=O	.	-5%	0.5%	4%	.	.	i	0.5	.	.	.
CC(=O)Nc1cccc(NC(=O)CCc2ccccc2)c1	-13%	-2%	1.8%	-3%	-2%	1.1	i	2.2	19	19	-7%
CN1CCN(Cc2nc3ccccc3n2C)CC1CCO (stereo not given)	.	-5%	1.7%	12%	.	.	i	0.5	.	.	.
CC(=C/C(=O)O)/C=C/c1ccc(Cl)o1	-4.6%	0%	0.2%	1%	-41%	1.1	i	0.1	-8	1	-52%
COc1ccc(N2CCN(C(=O)CCCn3nnnc3CN3CCOCC3)C(C)C2)cc1 (stereo not given)	.	2%	-0.7%	6%	.	.	i	0.6	.	.	.
CN(c1cccc(NC(=O)c2ccc(Cl)c(S(=O)(=O)N3CCOCC3)c2)c1)S(C)(=O)=O	.	-4%	4.9%	0%	.	.	+	4.5*	.	.	.
CC(/C=C1\SC(=S)N(NC(=O)c2ccccc2C)C1=O)=C\c1ccccc1	-1.8%	5%	0.5%	-12%	11%	0.9	i	0.4	1	8	8%
Cc1cccc(OCC(=O)Nc2ccc(N3CCN(C(=O)c4ccco4)CC3)cc2)c1	-15%	-4%	-1.9%	6%	15%	1	i	5.6	-4	-12	10%
CN(C)c1ccc(NS(=O)(=O)c2ccc(-c3csnn3)cc2)cc1	.	-6%	8.9%	-9%	.	.	i	1.1	.	.	.
COc1ccc(NC(=O)c2cc(-c3cc(C)ccc3O)n[nH]2)cc1Cl	-0.5%	12%	1.7%	-15%	-1%	1.2	i	1.8	0	26	-8%
COc1ccc(S(=O)(=O)N2CCN(c3ccccn3)CC2)cc1OC	-4.1%	-4%	1.6%	-11%	0%	1.5	i	4.5	-15	7	-10%
CC(C)Cc1nc(N2CCC(C(N)=O)CC2)c2nnn(Cc3ccccc3)c2n1	-5.2%	5%	0.2%	6%	-13%	1.1	i	5.0	3	9	-15%

Looked up above:
Result for COc1ccc(N2CCN(C(=O)CCCn3nnnc3CN3CCOCC3)C(C)C2)cc1 (stereo not given) under Salmonella PhoP GFP: 6%
Result for O=C(Nc1nc2ccccc2[nH]1)C1CC1 under Salmonella PhoP GFP: 0%
Result for COc1cccc(CSc2ccc(S(=O)(=O)N3CCOCC3)cc2C(=O)NCC2CCCO2)c1OC (stereo not given) under WT yeast gro inh mutant strain: 0
